Bioassay records: PubChem BioAssay, several laboratories
NS5 inhibitors: Dengue-2 NS5 methyltransferase inhibitors, primary screen, biochemical, confirmation dose response (AID 588689); Dengue-2 NS5 methyltransferase capping enzyme assay, biochemical; higher % means a stronger effect; 340,000 tested, 0.3% active; inhibition, % at 25 µM; hits with a dose series show IC50 in µM; in the data active means a potency from the dose series; inconclusive means inhibition above about 29% without an active follow-up result
GPR55 LPI antagonism: GPR55 antagonists blocking LPI-driven arrestin recruitment, primary screen, imaging, U2OS, beta-arrestin-GFP, LPI agonist (AID 2013). 290,000 tested, 0.13% active. U2OS GPR55 beta-arrestin-GFP translocation imaging, LPI antagonism; higher % means a stronger effect. one-dose inhibition, % at 10 µM; IC50 in µM for titrated hits. G-protein coupled receptor 55 (Homo sapiens);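 active means spots per cell inhibited over 60%, with over 100 cells counted and total cytoplasm intensity under 500,000; inconclusive means wells with under 100 cells, flagged as likely toxic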;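 further: U2OS cells stably carrying GPR55 and arrestin-GFP stimulated by 5 µM LPI near EC80; imaged beta-arrestin-GFP aggregate spots per cell after agonist stimulation; plate controls were LPI-stimulated DMSO wells for no effect and DMSO wells without LPI for full effect; some results filed as inactive read as strong as hits; confirmed hits need IC50 under 10 µM and bright autofluorescent wells are also inconclusive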
Yfh1-depleted yeast: enhancers of respiration in Yfh1-depleted yeast, dose response, Friedreich's ataxia, plus single-dose screen (AID 1465); S. cerevisiae Yfh1-off respiration, WST-1 reduction, 72 h; higher fold induction means a stronger effect; one-dose fold induction at 50 µM; EC50 in µM for titrated hits; 220,000 tested, 0.074% active;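 active means fold induction of absorbance versus untreated yeast above a set limit, then at least 30% activation at any dose in follow-up; inconclusive means repeats straddling the limit, or above it without dose testing; inactive means fold induction below the set limit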;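 further: activators that raise dye reduction in frataxin-depleted yeast; strong numbers were not always called active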
GPR55 activation: GPR55 agonists via beta-arrestin recruitment, primary screen, imaging, U2OS cells, beta-arrestin-GFP redistribution (AID 1961). one-dose activation, % at 10 µM; EC50 in µM for titrated hits. 290,000 tested, 0.048% active. U2OS GPR55 beta-arrestin-GFP redistribution imaging; higher % means a stronger effect;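 active means activation above 40% with more than 50 cells counted in the well; inconclusive means wells holding fewer than 50 cells, flagged as toxic or sparse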;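 further: U2OS osteosarcoma cells stably expressing GPR55 and beta-arrestin-GFP; plate controls were DMSO negative control for no effect and LPI positive control for full effect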
MgcRacGAP inhibition: MgcRacGAP GTPase-activating activity inhibitors, confirmation, biochemical, ADP Hunter fluorescence; AID 624330, 2012; MgcRacGAP-stimulated Rac1 GTP hydrolysis, ADP Hunter fluorescence; higher % means a stronger effect; GST-tagged Rac1 F28L mutant substrate; 340,000 tested, 0.6% active; Rac GTPase-activating protein 1 (Homo sapiens); inhibition, % at 30 µM, or IC50 in µM where a hit was titrated;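 active means first-screen hits whose inhibition reached a set limit at any dose in the follow-up dose series; inconclusive means inhibition above the set first-screen limit but never retested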;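 further: fluorescence reports GDP produced by GAP-driven GTP hydrolysis; strong numbers were not always called active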
NTR1 agonist: agonists of NTR1, primary screen, imaging, U2OS cells, beta-arrestin-GFP, high content (AID 493036); 330,000 tested, 0.17% active; NTR1-U2OS beta-arrestin-GFP spot imaging, agonist mode; activation, % at 20 µM; Neurotensin receptor type 1 (Homo sapiens), P30989;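 active means activation at or above 40% of the spot to cytoplasm intensity ratio, with at least 20 cells analyzed; inconclusive means wells under 20 cells, flagged as cytotoxic or low count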;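 further: 0% = DMSO without peptide and 100% = 100 nM NTR1 peptide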
Target sequence (P30989 whole entry, looked up): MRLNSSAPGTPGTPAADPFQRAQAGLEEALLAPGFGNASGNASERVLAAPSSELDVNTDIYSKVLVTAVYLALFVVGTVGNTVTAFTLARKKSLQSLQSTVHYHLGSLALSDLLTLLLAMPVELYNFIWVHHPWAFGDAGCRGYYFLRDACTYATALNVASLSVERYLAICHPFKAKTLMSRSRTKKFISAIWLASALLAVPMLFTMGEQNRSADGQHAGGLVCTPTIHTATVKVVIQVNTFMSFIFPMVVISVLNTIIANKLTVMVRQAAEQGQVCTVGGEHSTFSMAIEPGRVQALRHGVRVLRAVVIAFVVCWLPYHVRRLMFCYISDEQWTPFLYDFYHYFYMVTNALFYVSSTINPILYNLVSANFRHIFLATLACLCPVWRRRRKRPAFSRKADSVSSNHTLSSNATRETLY
Large T inhibition: SV40 large T antigen inhibitors, biochemical (AID 1903). one-dose inhibition, % at 20 µM; IC50 in µM for titrated hits. 310,000 tested, 0.39% active. SV40 large T antigen ATPase/helicase inhibition assay; higher % means a stronger effect; in the data active means a potency from the dose series; inconclusive means inhibition mostly from about 32% at the one dose, without a potency; inactive means the rest, 99 in 100 with inhibition below about 32%; further: strong numbers were not always called active
GPR35 antagonists: GPR35 antagonists blocking zaprinast-driven arrestin recruitment, primary screen, imaging, U2OS, beta-arrestin-GFP, zaprinast agonist (AID 2058). G-protein coupled receptor 35 (Homo sapiens). U2OS GPR35 beta-arrestin-GFP translocation imaging, zaprinast antagonism; higher % means a stronger effect. one-dose inhibition, % at 10 µM; IC50 in µM for titrated hits. 290,000 tested, 0.052% active;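 active means inhibition of at least 50% with at least 30 cells and total cytoplasm GFP at most 10,000,000; inconclusive means under 30 cells or total GFP of 10,000,000 plus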
AID2073: inhibitors of Mint1-CaV2.2 protein interaction, biochemical, HTRF (AID 2073); Voltage-dependent N-type calcium channel subunit alpha-1B (Homo sapiens); inhibition, % at 20 µM, or IC50 in µM where a hit was titrated; HTRF protein-protein interaction, Mint1-CaV2.2; higher % means a stronger effect; 290,000 tested, 0.19% active; in the data active means inhibition mostly above about 51%, no sharp cut-off; inconclusive means no clear call, values can overlap the other calls; inactive means mostly below about 53%; further: some results filed as inactive read as strong as hits
NTR1 agonist cell count 20 µM: recorded beside NTR1 agonist, whose call it bears; cell count; measured here: cell count, cytotoxicity flag
NS5 inhibitors pilot replicate: second read-out of NS5 inhibitors, no call of its own (marks repeat the call); inhibition, %; measured here: pilot screen replicate inhibition
* hit, by the source's call; i = inactive; ? = inconclusive; / = not tested or not shown.

SMILES | NS5 inhibitors | GPR55 LPI antagonism | Yfh1-depleted yeast | GPR55 activation | MgcRacGAP inhibition | NTR1 agonist | NTR1 agonist cell count 20 µM | Large T inhibition | GPR35 antagonists | AID2073 | others
Cc1cc(C)c(C(=O)N2CCCC(C(=O)c3cc(F)ccc3F)C2)o1 (stereo unspecified) | / | -4% | i | -0.2% | 6% | 0.4 | 90 | 8% | 17% | -8%
CS(=O)(=O)Nc1ccc(C(=O)N2CCN(c3ccccc3)CC2)cc1 | 5% | 7% | i | -0.2% | 3% | 1.0 | 61 | 3% | 4% | -2%
NS(=O)(=O)c1ccc(Sc2ccc3ccccc3c2)nc1 | -5% | 6% | / | 0.3% | -3% | 2.0 | 40 | 8% | -1% | 7%
Cc1ccccc1N1CN(Cc2ccco2)CNC1=S | -3% | -4% | i | 0.5% | 1% | -0.8 | 71 | 14% | -4% | -9%
CCOC(=O)c1cnc2sc3c(n2c1=O)CCCC3 | -15% | -11% | i | 0.1% | 10% | 3.8 | 45 | -1% | 3% | 27%
O=C(NC1CCCC1)c1ccc(Br)s1 | 0% | -15% | i | -0.1% | 10% | 1.7 | 57 | 2% | 6% | -4%
CCOC(=O)c1c(/N=C/c2cccc([N+](=O)[O-])c2O)sc2c1CCC2 | 25% | -1% | i | 0.2% | 16% | 4.5 | 50 | 22% | -8% | 1%
CCC(C)(C)C1CCc2[nH]nc(C(=O)NC3CCCCC3)c2C1 (stereo unspecified) | 5% | / | / | / | 9% | 2.3 | 81 | 5% | / | /
CCOC(=O)C1C(=O)C=C(Nc2ccccc2F)CC1c1ccccc1 (stereo unspecified) | -8% | 9% | i | 0.2% | 9% | 1.7 | 56 | 12% | 17% | -3%
CCCCC(C(=O)NC(C)(C)C)N(Cc1ccccc1)C(=O)c1snc(C(N)=O)c1N (stereo unspecified) | -2% | -15% | / | -0.1% | 10% | 2.5 | 56 | 3% | -10% | 3%
COc1cc2[nH]c(C(=O)N3CC(C)OC(C)C3)cc2c(OC)c1OC (stereo unspecified) | 3% | 8% | / | -0.1% | 4% | -1.3 | 88 | 5% | 4% | 20%
Oc1c(Cl)cc(Cl)cc1/C=C/c1ccc2cccc(O)c2n1 | -16% | -1% | i | -0.1% | 5% | 3.1 | 44 | 9% | 0% | 49%
CCOC(=O)C1=C(C)N=C2SCCC(=O)N2C1c1cccs1 (stereo unspecified) | -8% | 0% | i | -0.2% | 4% | 0.9 | 44 | 3% | 9% | 3%
O=C(NCCCn1ccnc1)c1nc(Cn2ccc([N+](=O)[O-])n2)no1 | 3% | -1% | / | 0.3% | 4% | 1.7 | 37 | 3% | 5% | -1%
Cc1c(C(=O)N(C)CC(=O)Nc2cccc(F)c2)oc2c(Cl)cccc12 | -9% | / | / | / | 0% | 2.1 | 55 | 2% | / | /
COc1cc(C(=O)NCC2CCCN2S(=O)(=O)c2cccs2)cc(OC)c1OC (stereo unspecified) | -6% | / | / | / | 1% | -0.2 | 63 | -2% | / | /
O=C(Cc1ccccc1)NC1(O)C(=O)c2ccccc2C1=O | / | -4% | i | -0.2% | / | -0.4 | 40 | 9% | 2% | -4%
CCCC(=O)Nc1ccc(C(=O)NNC(=O)c2cccs2)cc1 | -3% | 5% | i | 0.0% | 11% | 0.1 | 64 | -2% | -5% | 4%
OCCN(CC(O)COc1ccccc1)CC(O)Cn1ccc2ccccc21 (stereo unspecified) | / | 4% | i | -0.6% | 0% | -0.9 | 87 | 17% | -12% | 8%
Cc1cc2nc(CCN(Cc3cccnc3)C(=S)Nc3ccc(F)cc3)[nH]c2cc1C | -4% | -3% | i | -0.1% | 3% | 3.3 | 51 | 1% | -4% | -34%
COC(=O)CC1SC(=O)NC1=Nc1cccc(C)c1 (stereo unspecified) | -7% | 3% | i | -0.1% | 8% | 0.0 | 53 | 21% | 1% | -7%
Cc1oc2c(c1C(=O)N1CCC(C)CC1)C(=O)c1ccccc1C2=O | / | -9% | i | -0.3% | / | 0.0 | 99 | 0% | -11% | 4%
COc1ccc2c(c1)N(C(=O)CSc1n[nH]c(C)n1)C(C)(C)C=C2C | -3% | -2% | i | 0.3% | -2% | -0.8 | 51 | 10% | 8% | -8%
CC(C)CN(CC(C)C)S(=O)(=O)N1CCC(C(=O)NC2CCCCCCC2)CC1 | 3% | 5% | i | 0.0% | 3% | -1.0 | 47 | 7% | 0% | -5%
NC(=O)NC(=O)CSc1nc(C2CCCCC2)n(-c2ccccc2)n1 | 4% | 2% | i | -0.1% | 3% | 3.2 | 76 | -3% | 0% | -2%

Molecules above that have a Cl atom:
SMILES | NS5 inhibitors | GPR55 LPI antagonism | Yfh1-depleted yeast | GPR55 activation | MgcRacGAP inhibition | NTR1 agonist | NTR1 agonist cell count 20 µM | Large T inhibition | GPR35 antagonists | AID2073 | others
Oc1c(Cl)cc(Cl)cc1/C=C/c1ccc2cccc(O)c2n1 | -16% | -1% | i | -0.1% | 5% | 3.1 | 44 | 9% | 0% | 49%
Cc1c(C(=O)N(C)CC(=O)Nc2cccc(F)c2)oc2c(Cl)cccc12 | -9% | / | / | / | 0% | 2.1 | 55 | 2% | / | /

Additional results
SMILES | NS5 inhibitors | GPR55 LPI antagonism | Yfh1-depleted yeast | GPR55 activation | MgcRacGAP inhibition | NTR1 agonist | NTR1 agonist cell count 20 µM | Large T inhibition | GPR35 antagonists | AID2073 | others
CCOC(=O)c1ccc(NC(=O)CSc2ccc(-c3ccccn3)nn2)cc1 | 1% | 16% | / | -0.1% | 7% | 3.2 | 56 | 9% | 12% | 2%
Cc1ccc(/C(O)=C2\C(=O)C(=O)N(C)C2c2cccc([N+](=O)[O-])c2)cc1 (stereo unspecified) | 1% | -4% | / | -0.1% | 9% | 0.6 | 65 | 17% | 2% | 3%
COc1ccc(CC(=O)NNC(=O)CCc2ccccc2)cc1 | 3% | 2% | i | 0.3% | -24% | 1.2 | 89 | 1% | 26% | 9%
CC(C)CCN(CC(=O)NCc1ccc(F)cc1)S(=O)(=O)c1ccccc1F | -7% | 16% | / | -0.1% | 6% | -1.2 | 61 | 6% | 8% | 9%
CCCN1CCN(C(=O)c2ccc(Sc3ccc(C)cc3)c(NC(C)=O)c2)CC1 | -2% | 12% | i | -0.2% | 4% | -0.6 | 59 | 25% | -18% | 0%
COc1ccc(/C=N/NC(=O)CNC(=O)/C=C/c2ccco2)cc1OC | -12% | 1% | / | -0.1% | 13% | 0.1 | 58 | 4% | -2% | 10%
COC(=O)CN(C)C(=O)c1ccc(OC)c(OC2CCN(C(C)C)CC2)c1 | 5% | 12% | / | 0.1% | 5% | 2.6 | 70 | 1% | 13% | 7% | NS5 inhibitors pilot replicate=-3.6
O=C(/C(=C(\[O-])c1ccccc1)[n+]1ccc2ccccc2c1)c1ccccc1 | -19% | 10% | i | 0.9% | 4% | / | / | 10% | -9% | 12%
CCOC(=O)C1=C(CSc2nc(-c3ccccc3)ccc2C#N)OC(N)=C(C#N)C1c1ccc(OC)cc1 (stereo unspecified) | -12% | / | i | 0.0% | 5% | -3.0 | 71 | 6% | 4% | 36%
COc1ccc(C(=O)NC(=S)NNC(=O)c2ccc(C)cc2)cc1 | -8% | / | / | / | 11% | 6.5 | 48 | 10% | / | /
Cc1ccc(-c2ccc(SCC(=O)NCC3CCCO3)nn2)cc1 (stereo unspecified) | 3% | 11% | i | -0.2% | 1% | -0.4 | 58 | -3% | -9% | 28%
CCSc1nc2c(c(=O)[nH]1)C(C(C)C)C(C#N)=C(N)O2 (stereo unspecified) | 1% | -6% | i | -0.1% | 4% | 7.0 | 53 | 21% | -7% | -6%
COC(=O)C1=C(C)NC(=O)/C1=C\N(C)C | ? | 4% | i | 0.0% | 2% | -0.9 | 42 | 8% | -6% | ?
Nc1nc(CN2CCN(c3cccc(Cl)c3)CC2)nc(N2CCCc3ccccc32)n1 | 3% | 6% | i | 0.0% | 4% | 14 | 47 | 19% | -5% | 15%
COc1ccc(OC)c(CCNC(=O)CCc2nnc3ccc(N4CCCC4)nn23)c1 | -3% | 4% | / | 0.6% | -1% | 0.0 | 74 | 11% | 5% | 1%
CCOc1ccc(C2C(C(C)=O)=C(O)C(=O)N2CCc2c[nH]c3ccccc23)cc1 (stereo unspecified) | -5% | 3% | i | 0.0% | 6% | -0.7 | 92 | / | 19% | -5%
COc1cccc(CNCCN2CCOCC2)c1OC | 1% | 4% | i | -0.2% | 3% | 1.6 | 50 | 0% | 7% | 0%
COCCCNc1nc(CC(C)C)nc2c1nnn2Cc1ccccc1 | -4% | 6% | / | 0.1% | 13% | 1.0 | 51 | 7% | 4% | 11%
S=C(NCCc1ccccc1)NCc1cccc(Cl)c1 | 0% | -3% | / | -0.2% | 9% | 0.4 | 40 | 26% | 6% | -4%
C#CCOCCOCCOCCNc1nc(N2CCN(C(=O)C(Cc3ccc(O)cc3)n3cc(C(N)CC(C)C)nn3)CC2)nc(N2CCN(C(=O)C(Cc3cc4ccccc4[nH]3)n3cc(C(N)Cc4ccc(O)cc4)nn3)CC2)n1 (stereo unspecified) | / | 10% | i | -0.2% | / | -0.9 | 79 | 10% | -14% | 15%
COc1ccc(-c2csc3ncnc(N4CCN(c5cccc(Cl)c5)CC4)c23)cc1 | -4% | -2% | / | 0.2% | 9% | 4.9 | 73 | 10% | 2% | 7%
CC1C(=O)N2CCCc3cc(S(=O)(=O)N4CCN(c5ccc(F)cc5)CC4)cc1c32 (stereo unspecified) | -8% | 4% | / | -0.2% | 11% | 0.9 | 66 | 11% | -7% | 10%
CC1SCC(NC(=O)c2ccccc2Cl)CS1 (stereo unspecified) | / | 13% | i | -0.1% | / | 0.2 | 54 | 8% | 7% | 5%
